Bioassay records (PubChem)
CHT PAM: CHT positive allosteric modulators, primary screen, cell-based, membrane potential dye, choline EC20; High affinity choline transporter 1 (Homo sapiens), Q9GZV3; CHT-expressing cells; hits give high values; LV-AA mutant CHT in HEK293 cells; B-score at 10 µM; 310,000 tested, 0.49% active;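 active = initial fluorescence not abnormally high and integrated response B-score, plate-corrected, over 3 SD above library mean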
Target sequence (Q9GZV3 whole entry, looked up): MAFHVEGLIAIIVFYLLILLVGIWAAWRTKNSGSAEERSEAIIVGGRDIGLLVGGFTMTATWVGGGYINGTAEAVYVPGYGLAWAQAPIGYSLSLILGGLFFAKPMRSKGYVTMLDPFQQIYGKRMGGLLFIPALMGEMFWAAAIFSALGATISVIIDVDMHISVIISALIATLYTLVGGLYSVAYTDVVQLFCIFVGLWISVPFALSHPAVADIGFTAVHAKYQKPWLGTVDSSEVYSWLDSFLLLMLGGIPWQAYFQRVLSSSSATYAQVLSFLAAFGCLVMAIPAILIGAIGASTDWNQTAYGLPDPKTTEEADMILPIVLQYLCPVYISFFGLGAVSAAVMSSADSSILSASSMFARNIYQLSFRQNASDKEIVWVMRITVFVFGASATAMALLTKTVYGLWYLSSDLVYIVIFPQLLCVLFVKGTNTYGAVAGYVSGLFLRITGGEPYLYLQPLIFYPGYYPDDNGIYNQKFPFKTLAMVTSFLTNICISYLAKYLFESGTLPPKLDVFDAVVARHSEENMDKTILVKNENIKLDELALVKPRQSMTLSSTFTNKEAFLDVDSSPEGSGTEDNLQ
OX1R antag: OX1R (HCRTR1) antagonists, primary screen, fluorescence, CHO/OX1R cells, Fluo-8 calcium, orexin A; Fluo-8 calcium fluorescence; Orexin/Hypocretin receptor type 1 (Homo sapiens), O43613; inhibition, % at 5 µM; 330,000 tested, 0.43% active;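 active = inhibition above its plate's threshold, mean inhibition of all tested compounds on the plate plus 3 SD, cut at about 37% in these data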;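 also: 0% = orexin A challenge wells and 100% = SB-334867-A antagonist wells; not every result past the cut was called active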
Target sequence (O43613 whole entry, looked up): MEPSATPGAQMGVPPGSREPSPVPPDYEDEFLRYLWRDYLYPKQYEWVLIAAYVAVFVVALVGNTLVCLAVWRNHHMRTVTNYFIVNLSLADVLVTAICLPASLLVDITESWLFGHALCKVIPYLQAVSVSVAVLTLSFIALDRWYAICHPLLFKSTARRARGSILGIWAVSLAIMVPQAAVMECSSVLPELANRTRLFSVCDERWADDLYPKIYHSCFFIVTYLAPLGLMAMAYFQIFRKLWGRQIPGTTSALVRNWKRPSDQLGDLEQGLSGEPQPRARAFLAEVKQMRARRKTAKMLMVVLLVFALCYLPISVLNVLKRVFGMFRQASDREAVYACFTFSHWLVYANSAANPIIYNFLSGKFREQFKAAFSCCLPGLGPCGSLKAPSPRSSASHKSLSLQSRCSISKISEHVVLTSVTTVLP
* hit, by the source's call. Random draw from the library; overall some 0.8% were active at least once.

The opening two records, ahead of the listing:
For Cc1ccc(C(=O)c2c3ccc(N)cc3nn2CCC(N)=O)cc1 the results were CHT PAM inactive and OX1R antag -8.2.
Screening COc1cccc(C(=O)NC2CCN(CC(=O)NCc3ccccc3F)CC2)c1 returned CHT PAM inactive and OX1R antag -17.7.

The list itself, from the start:
For Cc1ccc(C(=O)c2c3ccc(N)cc3nn2CCC(N)=O)cc1 the results were CHT PAM inactive and OX1R antag -8.2.
Screening COc1cccc(C(=O)NC2CCN(CC(=O)NCc3ccccc3F)CC2)c1 returned CHT PAM inactive and OX1R antag -17.7.
Cc1cccc(NC(=O)/C(C#N)=C/c2ccccc2Cl)n1 was read as CHT PAM inactive and OX1R antag -26.3.
`CCOC(=O)C1(CC2CC2)CCN(Cc2cn(C)c3ccccc23)CC1` gave CHT PAM inactive and OX1R antag -21.3.
For Cc1ccccc1CN1C(=O)C(O)(CC(=O)c2ccncc2)c2ccccc21 (centres undefined) the results were CHT PAM inactive and OX1R antag -22.9.
CCCn1c(=O)c2c(C(F)(F)F)cc(-c3cccs3)nc2n(CCC)c1=O was read as CHT PAM inactive and OX1R antag 2.6.
`Cc1nc2sc(-c3ccccc3)nn2c(=O)c1Br` gave CHT PAM inactive and OX1R antag -2.7.
For CCc1ccc(OCC(=O)NNC(=O)CSc2ncnc3sc(C)c(C)c23)cc1 the results were CHT PAM inactive and OX1R antag -14.8.
Screening CC(=O)Nc1ccc(S(=O)(=O)Nc2ccc(S(=O)(=O)Nc3ncccn3)cc2)cc1 returned CHT PAM inactive and OX1R antag -1.3.
Screening Oc1ccc2ccccc2c1/C=N/c1nc2c(s1)CCCC2 returned CHT PAM inactive and OX1R antag 11.9.
`N#Cc1ccc(C(=O)N(Cc2ccccc2)c2ccccc2)cc1` gave CHT PAM inactive and OX1R antag -33.2.
For CC1(C)C=C2[C@H]3CC[C@@H]4[C@@]5(C)CCC(=O)C(C)(C)[C@@H]5CC[C@@]4(C)[C@]3(C)CC[C@@]2(C(=O)O)CC1 the results were CHT PAM inactive and OX1R antag -10.3.
Screening COc1ccc(OC)c(NC(=O)COC(=O)/C=C/c2ccco2)c1 returned OX1R antag -27.7.
CNC(=O)NC(=O)COC(=O)c1ccccc1OCc1ccccc1 was read as CHT PAM inactive and OX1R antag -13.1.
For CCCCc1c(C)nc2nc(SCc3ccc(Cl)cc3)[nH]n2c1=O the results were CHT PAM inactive.
Screening CCCCNCc1nc2ccccc2c(=O)[nH]1 returned CHT PAM inactive and OX1R antag -8.1.
CC(C)Cn1c(SCC(=O)N2CC(=O)Nc3ccccc32)nc2ccccc21 was read as CHT PAM inactive and OX1R antag -32.1.
`Cc1nnc(SCc2cc([N+](=O)[O-])cc3c2OCOC3)n(N)c1=O` gave CHT PAM inactive and OX1R antag -11.2.
For Brc1ccc(CN2C3=NCCCN3c3ccccc32)cc1 the results were CHT PAM inactive and OX1R antag -6.5.
For O=S(=O)(NCc1cc(-c2ccccc2)no1)c1ccccc1Cl the results were CHT PAM inactive and OX1R antag -35.5.
For CCn1cc(C(=O)N2CCc3ccccc32)c(=O)c2cc(S(=O)(=O)N3CCCC3)ccc21 the results were CHT PAM inactive and OX1R antag -23.4.
COc1cccc2cc(C(=O)NCc3ccccn3)c(=O)oc12 was read as CHT PAM inactive and OX1R antag -6.7.
For COc1ccc(Cn2c(=O)[nH]c3cc(C(=O)NCCc4ccc(S(N)(=O)=O)cc4)ccc3c2=O)cc1 the results were CHT PAM inactive and OX1R antag 1.8.
Screening CCc1ccc(C(=O)NNC(=O)c2n[nH]c(=O)c3ccccc23)cc1 returned OX1R antag -20.6.
`N/C(=N\OC(=O)c1cccnc1)c1ccc(Cl)cc1Cl` gave CHT PAM inactive and OX1R antag -9.7.
Cc1cc(C)c(NC(=O)CSc2ccc(-c3cccnc3)nn2)c(C)c1 was read as CHT PAM inactive and OX1R antag -17.1.
For C=CCn1c(SCC(N)=O)nc2nc3c(cc2c1=O)COC(C)(C)C3 the results were CHT PAM inactive and OX1R antag -17.2.
CCC1CCCCN1CCCNC(=O)CCCOc1cc(=O)n(C)c2ccccc12 (centres undefined) was read as CHT PAM inactive and OX1R antag 2.0.
`COCCCN1C(=O)/C(=C\c2cccs2)C(C(=O)OC)=C1C` gave CHT PAM inactive and OX1R antag -10.1.
Screening Cc1cccc(NC(=O)c2cc3c(=O)n4ccccc4nc3n(CC(C)C)c2=N)c1 returned CHT PAM inactive and OX1R antag -15.1.

Arranged by molar mass (highest first): part of the list above
CCC1CCCCN1CCCNC(=O)CCCOc1cc(=O)n(C)c2ccccc12 (centres undefined) was read as CHT PAM inactive and OX1R antag 2.0.
Screening Cc1cccc(NC(=O)c2cc3c(=O)n4ccccc4nc3n(CC(C)C)c2=N)c1 returned CHT PAM inactive and OX1R antag -15.1.
CC(C)Cn1c(SCC(=O)N2CC(=O)Nc3ccccc32)nc2ccccc21 was read as CHT PAM inactive and OX1R antag -32.1.
Cc1cc(C)c(NC(=O)CSc2ccc(-c3cccnc3)nn2)c(C)c1 was read as CHT PAM inactive and OX1R antag -17.1.
For C=CCn1c(SCC(N)=O)nc2nc3c(cc2c1=O)COC(C)(C)C3 the results were CHT PAM inactive and OX1R antag -17.2.
`Cc1nnc(SCc2cc([N+](=O)[O-])cc3c2OCOC3)n(N)c1=O` gave CHT PAM inactive and OX1R antag -11.2.
For O=S(=O)(NCc1cc(-c2ccccc2)no1)c1ccccc1Cl the results were CHT PAM inactive and OX1R antag -35.5.
For Brc1ccc(CN2C3=NCCCN3c3ccccc32)cc1 the results were CHT PAM inactive and OX1R antag -6.5.
Screening CCc1ccc(C(=O)NNC(=O)c2n[nH]c(=O)c3ccccc23)cc1 returned OX1R antag -20.6.
`COCCCN1C(=O)/C(=C\c2cccs2)C(C(=O)OC)=C1C` gave CHT PAM inactive and OX1R antag -10.1.
COc1cccc2cc(C(=O)NCc3ccccn3)c(=O)oc12 was read as CHT PAM inactive and OX1R antag -6.7.

More structures:
`Cc1c(CCC(=O)NCCC(=O)O)c(=O)oc2c(C)c3oc4c(c3cc12)CCCC4` gave CHT PAM inactive and OX1R antag -15.6.
`CCn1nc(C)cc1-c1nnc(SCC(=O)Nc2ccccc2)n1CCCOC` gave CHT PAM inactive and OX1R antag -14.8.
COc1cccc(N(C(=O)c2snc(C(N)=O)c2N)C(C(=O)NCc2ccccc2)c2ccc(O)cc2)c1 (centres undefined) was read as CHT PAM inactive and OX1R antag -0.7.
Screening CCN(C[C@H]1N[C@@](C)(C(=O)OC)[C@H]2C(=O)N(Cc3ccccc3)C(=O)[C@@H]12)C(=O)Nc1ccc(Cl)cc1 returned OX1R antag -17.7.
Screening Cc1ccc(CNC(=O)c2cc(=O)c3ccc(C)cc3o2)cc1 returned CHT PAM inactive and OX1R antag -15.7.
`O=C(O)c1cc(NS(=O)(=O)c2ccc(N3CCOCC3)c([N+](=O)[O-])c2)cc(C(=O)O)c1` gave CHT PAM inactive and OX1R antag -10.1.
`O=C(O)/C=C\c1ccccc1Oc1ccc(F)cc1` gave CHT PAM inactive and OX1R antag -5.5.
For CCOC(=O)c1ccc(S(=O)(=O)NNC(=O)COc2ccccc2C)cc1 the results were CHT PAM inactive and OX1R antag -15.4.
For C/C=C/C=N/Nc1nc(C)cc(=O)[nH]1 the results were CHT PAM inactive and OX1R antag 4.0.
COC(=O)C1(CCSC)NC(c2ccc(OC)cc2OC)C2C(=O)N(c3cccc(C(C)=O)c3)C(=O)C21 (centres undefined) was read as CHT PAM inactive and OX1R antag -25.7.
Screening COCCNC(=O)CSc1c2c(nc3ccc(Cl)cc13)CCCC2 returned CHT PAM inactive and OX1R antag -11.7.
For CCC(CO)NCc1ccc(Br)cc1 (centres undefined) the results were CHT PAM inactive and OX1R antag -14.2.
`Cc1onc(-c2ccccc2)c1C(=O)OCCOc1ccccc1F` gave CHT PAM inactive and OX1R antag 0.5.
For COc1ccc(CCNc2oc(Cc3cccc4ccccc34)nc2C#N)cc1OC the results were CHT PAM inactive and OX1R antag 17.4.
CC(=O)c1cc(Cc2csc(C(C)=O)c2)cs1 was read as CHT PAM inactive and OX1R antag -3.7.
Screening Cc1ccc(-n2nnnc2SCC(=O)NCC2(N3CCCCC3)CCCCC2)c(C)c1 returned OX1R antag -32.4.
O=C(N[C@H]1C/C=C\C[C@H](CC(=O)N(CCO)Cc2ccccc2)C(=O)N[C@@H](c2ccccc2)COC1=O)OCC1c2ccccc2-c2ccccc21 was read as OX1R antag -24.4.
Screening Cc1ccc(C(=O)N2CCN(c3ncnc4c3cnn4-c3ccccc3)CC2)cc1 returned CHT PAM inactive and OX1R antag -23.6.
Screening Cc1cc(C)c(OCC(=O)N2CC=C(c3ccccc3)CC2)c(C)c1 returned CHT PAM inactive and OX1R antag -7.8.
CC(=O)c1ccc(S(=O)(=O)N2CCN(CC(=O)Nc3ccc(Cl)c([N+](=O)[O-])c3)CC2)cc1 was read as OX1R antag 16.9.
COc1nccc(C(F)(F)F)c1C(=O)Nc1ccc(Cl)cc1 was read as CHT PAM inactive and OX1R antag -5.3.
For COCCn1cc(C(=O)NCCN(C)C)c2c3ccccc3n(C)c2c1=O the results were CHT PAM inactive and OX1R antag -8.1.
For CCCC(C(=O)Nc1nccs1)c1ccccc1 (centres undefined) the results were CHT PAM inactive and OX1R antag -30.2.
Cc1ccc(N2CCN(c3ccc(NC(=O)CCC(=O)O)cc3)CC2)cc1 was read as CHT PAM inactive and OX1R antag -11.3.
Screening O=C(/C=C/c1ccc(Cl)c(C(F)(F)F)c1)N1CCN(c2ccccn2)CC1 returned CHT PAM inactive and OX1R antag -35.6.
Cc1ccc(S(=O)(=O)N2CCCOC2CNC(=O)C(=O)NCc2cccnc2)cc1 (centres undefined) was read as CHT PAM inactive and OX1R antag -17.4.
`COc1cccc(N2CCN(C(=S)NCc3ccco3)CC2)c1` gave CHT PAM inactive and OX1R antag -9.4.
Cc1cccc(C(=O)NNC(=O)CSc2nnc(C3CC3)n2C)c1 was read as CHT PAM inactive and OX1R antag -17.3.
`C=CC(=O)NCC1OCCc2ccccc21` (centres undefined) gave CHT PAM inactive and OX1R antag -29.6.
CCOC(=O)c1c(NC(=O)CCl)sc(C(=O)N(CC)CC)c1C was read as CHT PAM inactive and OX1R antag -35.5.
`CC(=O)NC1=NC(=O)C(C)S1` (centres undefined) gave CHT PAM inactive and OX1R antag -8.3.
`CCOc1ccc(C(=O)NCCN2CCOCC2)cc1` gave CHT PAM inactive and OX1R antag -0.4.
Screening CN1CCc2c(sc(NC(=O)c3ccc(S(=O)(=O)N4CCCC4)cc3)c2C(N)=O)C1 returned CHT PAM inactive and OX1R antag -12.2.
CC(=O)c1ccc(NC(=S)Nc2cccc3cnccc23)cc1 was read as CHT PAM inactive and OX1R antag -8.7.
For Cc1nnc(SCC(=O)N2CCCCC2)n1CC1CCCO1 (centres undefined) the results were CHT PAM inactive and OX1R antag -17.4.
For Cc1cc(C)c(C(=O)CC2(O)C(=O)Nc3ccccc32)cc1C (centres undefined) the results were CHT PAM inactive and OX1R antag -24.4.
Cc1cc(F)ccc1S(=O)(=O)Nc1ccccc1C(=O)NCc1ccccn1 was read as CHT PAM inactive and OX1R antag -24.2.
For CC(C)c1ccc(-c2csc3nc[nH]c(=O)c23)cc1 the results were CHT PAM inactive and OX1R antag -22.8.
Screening CCCN(CC(=O)Nc1ccccc1C)C(=O)c1ccc(S(=O)(=O)N2CCCCCC2)cc1 returned CHT PAM inactive and OX1R antag -21.1.
`CCCOCC1CC2(SC(=Nc3ccc(C)cc3)NC2=O)C(=O)O1` (centres undefined) gave CHT PAM inactive and OX1R antag -22.4.
Screening COC(=O)C1=CO[C@@H](O[C@@H]2O[C@H](CO)[C@@H](O)[C@H](O)[C@H]2O)[C@H]2[C@@H]1C(=O)C[C@@H]2C returned OX1R antag -12.9.
Screening Cc1ccccc1CNC(=O)C(=O)NCC1OCCCN1S(=O)(=O)c1cccs1 (centres undefined) returned CHT PAM inactive and OX1R antag -8.6.
O=C(O)c1ccccc1C(=O)NC1Cc2ccccc2C1 was read as CHT PAM inactive and OX1R antag 2.5.
CN(Cc1ccccc1)Cc1nc2scc(-c3ccccc3)c2c(=O)[nH]1 was read as CHT PAM inactive and OX1R antag -36.5.
For COc1ccc(C(=O)NCC(=O)OCCOc2ccc(Cl)cc2)cc1OC the results were OX1R antag -47.8.
For Cc1cc(NC(=O)CSc2nc3c(c(=O)n2-c2ccccc2)SC(C)C3)no1 (centres undefined) the results were CHT PAM inactive and OX1R antag -37.1.
`O=C1COc2ccc(-c3csc(NCC4CCCO4)n3)cc2N1` (centres undefined) gave CHT PAM inactive and OX1R antag -1.5.
`Cc1nnsc1-c1c(C(=O)Oc2ccccc2)c(C)nn1-c1ccccc1` gave CHT PAM inactive and OX1R antag 9.8.
`O=C(CCn1c(=S)[nH]c2cc3c(cc2c1=O)OCO3)N1CCc2ccccc2C1` gave CHT PAM inactive and OX1R antag -24.5.
CC1=Nc2ccc(C)cc2/C1=C/c1c(N)n2nc(CC(=O)N3CCOCC3)sc2nc1=O was read as CHT PAM inactive and OX1R antag 7.4.
COc1ccc(N2C(=O)CC(Nc3ccc(C(=O)O)cc3)C2=O)cc1OC (centres undefined) was read as CHT PAM inactive and OX1R antag -8.0.
CCN(CC)S(=O)(=O)c1ccc(NC(=O)CN(c2cccc(F)c2)S(C)(=O)=O)cc1 was read as CHT PAM inactive and OX1R antag -7.4.
For CCOC(=O)CSc1nc2ccccc2c(=O)n1Cc1ccco1 the results were CHT PAM inactive and OX1R antag -27.8.
For O=S(=O)(NCC(c1ccco1)N1CCc2ccccc2C1)c1ccc(F)cc1 (centres undefined) the results were CHT PAM inactive and OX1R antag -34.6.
For Cc1nc(CCNS(=O)(=O)c2cccs2)cs1 the results were CHT PAM inactive and OX1R antag 1.8.
Cc1ccc(Nc2cc(-c3ccccc3)nc3ncnn23)cc1 was read as CHT PAM inactive and OX1R antag -30.7.
O=C(NCCC1CC1(Cl)Cl)Nc1ccccc1 (centres undefined) was read as CHT PAM inactive and OX1R antag -6.5.
Screening C[C@@H](NC(=O)c1nc[nH]c1C(=O)N[C@@H](Cc1ccccc1)C(=O)OC(C)(C)C)c1ccccc1 returned CHT PAM inactive and OX1R antag -2.0.
